Assay outcomes: PubChem BioAssay, Sanford-Burnham Center for Chemical Genomics
MPTP block: blocks calcium-induced mitochondrial swelling | inhibition, % at 10 µM | 360,000 compounds, 1.4% hits | isolated mouse mitochondria, Ca2+ swelling absorbance, 30 min | AID 602449;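 active = inhibition of 50% or more, scaled per plate between neutral and stimulator controls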;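 note: 0% = DMSO wells given calcium and 100% = 1 mM EGTA wells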
hIAP activ: human IAP activation. P09923. purified human IAP, CDP-Star luminescence, 30 min; stronger effect = higher value; 1 = vehicle-only enzyme, 0 = enzyme-free background. 330,000 compounds, 0.16% hits. activation factor at 10 µM;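 active = activation factor of the enzyme at least 2-fold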; note: the source names both 10 and 20 µM as test concentration; values of inactives mirror those of a sister screen read the other way
Target sequence (P09923 whole entry, looked up): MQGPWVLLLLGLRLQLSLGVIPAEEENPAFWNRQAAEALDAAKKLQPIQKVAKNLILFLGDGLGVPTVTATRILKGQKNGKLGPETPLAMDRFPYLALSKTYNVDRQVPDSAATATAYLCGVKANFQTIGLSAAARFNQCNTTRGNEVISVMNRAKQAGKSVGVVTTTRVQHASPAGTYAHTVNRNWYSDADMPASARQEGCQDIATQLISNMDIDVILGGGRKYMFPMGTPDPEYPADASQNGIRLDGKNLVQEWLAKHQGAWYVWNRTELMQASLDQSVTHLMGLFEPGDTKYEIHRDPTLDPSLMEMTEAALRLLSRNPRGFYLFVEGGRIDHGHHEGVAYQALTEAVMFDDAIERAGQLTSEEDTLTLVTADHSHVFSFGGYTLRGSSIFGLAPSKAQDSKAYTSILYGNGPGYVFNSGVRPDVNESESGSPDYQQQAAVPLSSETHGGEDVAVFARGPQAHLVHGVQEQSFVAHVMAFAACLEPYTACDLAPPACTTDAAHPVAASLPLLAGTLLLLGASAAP
beta cell repl: MIN6 beta-cell proliferation induction; proliferation, % at 10 µM; MIN6 cells proliferation, ATPlite luminescence, 48 h; cells starved in 0.2% serum; 100% = growth in 10% serum; 330,000 compounds, 0.29% hits;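 active = compounds whose signal lies at least 3.5 SD above the mean of all wells on their plate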;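 note: 0% = DMSO-treated cells in low-serum medium and 100% = 10% serum control; some compounds called inactive have numbers as strong as hits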
hIAP block: human IAP inhibition; 330,000 compounds, 0.12% hits; purified IAP, CDP-Star luminescence, 30 min; inhibition, % at 10 µM;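 active = inhibition reaching a set limit with compound at 10 µM in the primary screen, cut at about 35% in these data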;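 note: plate controls were DMSO wells with enzyme for no effect and no-enzyme buffer wells for full effect; values of inactives mirror those of a sister screen read the other way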
GRIN3A LBD mod: NR3A (human) ligand-binding domain modulation; 340,000 compounds, 2.5% hits; AID 1259313; NR3A LBD differential scanning fluorimetry, Tm shift; 0% = protein alone, 100% = glycine-bound protein; Tm shift relative to glycine control, % at 25 µM;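 active = melting temperature shift of at least 10% of the positive control shift, at one fixed dose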
mIAP inh: mouse IAP inhibition | purified mouse IAP, CDP-Star luminescence, 30 min | inhibition, % at 10 µM | 330,000 compounds, 0.2% hits | AID 2806;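 active = inhibition of at least 40% at 10 µM in the primary screen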;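 note: plate controls were DMSO with enzyme for no effect and no enzyme wells for full effect; values of inactives mirror those of a sister screen read the other way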
APOBEC3G inh: inhibitors of human APOBEC3G DNA deaminase; recombinant A3G, ssDNA deamination FAM/TAMRA fluorescence; Q9HC16; inhibition, % at 20 µM; 330,000 compounds, 0.28% hits;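 active = inhibition of at least 40% at 20 µM, with no more than 30% in the related APOBEC3A deaminase screen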;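 note: plate controls were DMSO wells with A3G for no effect and wells lacking A3G enzyme for full effect; some compounds called inactive have numbers as strong as hits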
Target sequence (Q9HC16 whole entry, looked up): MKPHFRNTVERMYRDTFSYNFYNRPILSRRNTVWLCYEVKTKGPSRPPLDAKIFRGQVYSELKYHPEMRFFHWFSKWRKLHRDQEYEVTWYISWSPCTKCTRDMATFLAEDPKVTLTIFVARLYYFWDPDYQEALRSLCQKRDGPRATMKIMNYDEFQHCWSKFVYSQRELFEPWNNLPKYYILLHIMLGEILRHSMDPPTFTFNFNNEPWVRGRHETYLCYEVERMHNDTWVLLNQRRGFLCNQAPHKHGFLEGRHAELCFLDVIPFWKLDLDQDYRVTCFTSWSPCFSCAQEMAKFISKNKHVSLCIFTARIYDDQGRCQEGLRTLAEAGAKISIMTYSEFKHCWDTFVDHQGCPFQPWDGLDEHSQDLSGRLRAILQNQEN
mIAP activ: mouse IAP activation | muIAP, CDP-Star luminescence, 30 min; stronger effect = higher value; 1 = vehicle-only enzyme signal, 0 = enzyme-free wells | activation factor at 10 µM | 330,000 compounds, 0.24% hits | AID 2805;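 active = activation factor of at least 2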; note: the source names both 10 and 20 µM as test concentration; values of inactives mirror those of a sister screen read the other way
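System: mouse IAP enzyme. Reagent: CDP-Star chemiluminescent phosphatase substrate. Benchmarks: DMSO wells, no-enzyme wells. Times: 30 min enzyme-substrate-compound incubation at room temperature. Detection: luminescence from enzymatic CDP-Star hydrolysis. Doses: test compounds delivered from DMSO solution.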
APOBEC3A inh: human APOBEC3A DNA deaminase inhibition. P31941. recombinant A3A, FAM/TAMRA ssDNA deamination fluorescence. inhibition, % at 20 µM. 330,000 compounds, 0.41% hits;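 active = at least 40% inhibition at 20 µM here, with at most 30% in a related deaminase screen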;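 note: plate controls were A3A with DMSO for no effect and wells lacking A3A enzyme for full effect; some results filed as inactive read as strong as hits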
Numbers without * were called inactive; / = not tested or not shown.

Molecule,MPTP block,hIAP activ,beta cell repl,hIAP block,GRIN3A LBD mod,mIAP inh,APOBEC3G inh,mIAP activ,APOBEC3A inh
N/C(=N\OC(=O)c1ccccc1Cl)c1cccc([N+](=O)[O-])c1,0.4,0.98,-1,2,-6,6,-6,0.94,-4
Cc1ccc2c(c1)N(CC(=O)Nc1ccccc1F)C(=O)CO2,-0.6,0.85,-2,14,5,0,-2,1,6
CCCOc1ccc2c3c(c(=O)oc2c1OCCC)CCCC3,2.4,0.79,0,21,4,13,-4,0.87,-4
CCOC(=O)c1cnc2ccc(OCC)cc2c1NCc1ccccc1,11,1.1,-4,-14,15*,-3,0,1,0
O=C(COc1ccc(S(=O)(=O)NC2CCCCC2)cc1)NC1CCCCC1,0.0,1.1,-3,-9,1,-3,-8,1,2
Cc1c(NC(=O)COC(=O)CCc2c[nH]c3ccccc23)c(=O)n(-c2ccccc2)n1C,-0.8,1.3,-3,-33,0,-4,2,1,4
CCOc1cc(C(=O)Nc2cc(C)ccc2C)ccc1OCC(=O)N1CCCCC1,-0.6,1.1,-3,-10,-1,-6,-7,1.1,14
Cc1ccc(-n2c(=O)c3sccc3n(CC(=O)NC3CCCC3)c2=O)cc1,0.1,0.95,1,5,1,-3,-6,1,-1
CCOc1cc(N2CCOCC2)c(OCC)cc1NC(=O)CN1CCC(Cc2ccccc2)CC1,3.2,0.96,-6,4,1,0,-9,0.99,-9
CCOC(=O)c1ccc(S(=O)(=O)N2CCN(C)CC2)cc1,7.4,1.1,1,-12,1,2,-2,0.98,5
COc1ccc(NC(=O)CSCc2ccc(C)cc2)cc1,3.0,1,-2,-4,1,-1,-4,1,-4
CCc1ccc(-n2nnnc2SCC(=O)NNC(=O)c2ccco2)cc1,0.5,1.1,-1,-5,0,1,-4,0.99,0
COc1ccccc1N(CC(=O)Nc1ccc2c(c1)OCO2)S(=O)(=O)c1ccccc1,1.8,1.2,0,-16,5,-20,17,1.2,49*
CCOc1ccc(N2C(=O)CSC2=S)cc1,-0.7,1.2,0,-16,-3,16,2,0.84,3
Cn1c(NC(=O)c2ccc(Cl)cc2)cc(=O)n(C)c1=O,-0.5,0.97,1,3,-19,-1,-4,1,-1
COc1ccc(-c2cc(=O)c3ccccc3s2)cc1,0.9,0.76,-4,24,3,14,-2,0.86,0
CCOC(=O)N1CCN(C(=O)C2CC(c3cc(OC)ccc3OC)=NO2)CC1 (centres undefined),-1.2,1.4,-2,-36,2,-9,-7,1.1,-2
Cc1nc(Nc2ccccc2)[nH]c(=O)c1CCC(C)C,57*,1.2,-3,-24,-6,-1,-4,1,-3
Cc1cccc(C(=O)OC(C)CN2CCCC2)c1 (centres undefined),-0.2,1,-3,-4,0,2,-5,0.98,-2
N#Cc1ccccc1CCN1C(=O)c2ccccc2C1=O,0.4,1,-1,-4,-1,-6,-6,1.1,-6
CNc1cnn(-c2ccccc2)c(=O)c1Cl,-1.2,0.95,-2,5,4,-2,-4,1,-2
COc1ccc(C(=O)C(C)OC(=O)COc2ccccc2)cc1 (centres undefined),-0.6,1,1,-3,2,3,-3,0.97,-2
COc1cccc(C2=NOC(C(=O)NC(C)(C)C)C2)c1 (centres undefined),-1.7,1.1,-1,-11,0,-14,-2,1.1,4
O=C(NCC1CCCO1)c1ccccc1NS(=O)(=O)c1cccc([N+](=O)[O-])c1 (centres undefined),1.3,1,1,-2,5,3,-6,0.97,-4
CCOC(=O)c1c(C)[nH]c(C)c1C(=O)COC(=O)c1ccc(O)cc1,0.6,0.87,-2,13,-1,-4,-11,1,1
O=C(COC(=O)c1cc([N+](=O)[O-])ccc1N1CCOCC1)NC1CCCCC1,-0.2,0.99,3,0,1,5,-13,0.95,-3
Cc1nn(-c2ccccc2)c(C)c1CNC(=O)c1ccc(S(=O)(=O)NCc2ccco2)cc1,-1.6,0.94,-3,6,-1,8,-8,0.92,-6
Cc1c(Cl)cnn1CC(=O)NC1C(=O)N2C(C(=O)O)=C(CSc3nnnn3C)CSC12 (centres undefined),-3.0,0.95,0,5,2,10,-9,0.9,18
CCn1cc(C(=O)Nc2ccc(OC)c(S(=O)(=O)N3CCCCC3)c2)c(=O)c2ccc(C)nc21,1.2,0.95,0,5,-3,5,6,0.95,19
COc1cccc(C(=O)N/N=C(/c2ccccc2)c2ccccn2)c1,-3.8,0.93,-4,7,-1,6,-5,0.94,-4
COc1ccc(-c2nn(-c3ccccc3)cc2C(=O)Nc2nccs2)cc1,3.1,1.1,-4,-10,-12,9,-1,0.91,-2
CC(C)(C)c1ccc(S(=O)(=O)NCC(=O)Nc2ccc(-c3nc4ccccc4s3)cc2)cc1,6.3,0.93,-4,7,7,10,-10,0.91,-7
O=C(O)C[C@H]1c2cc(F)ccc2S(=O)(=O)N1C1CCN(Cc2ccccc2)CC1,0.9,0.82,0,18,5,0,-10,1,1
Cc1ccc(S(=O)(=O)N/N=C(\c2ccccc2)C2CC2)cc1,0.8,1.3,-1,-30,0,-2,-5,1,-2
CC(=O)Nc1ccc(OC(=O)Oc2ccc(NC(C)=O)cc2)cc1,0.3,1.1,-2,-10,-24,-2,4,1,0
CC(Oc1ccccc1)c1nnc(SCC(=O)NC2CC2)n1C (centres undefined),-1.1,0.95,-1,5,1,6,-6,0.94,-2
CCCN1CNC(=S)N(c2ccc(C(=O)OCC)cc2)C1,-0.7,0.95,3,5,1,5,0,0.95,4
CC(C)OC(=O)c1c(NS(=O)(=O)c2ccccc2)sc2c1CCCC2,-2.1,0.94,-2,6,-7,8,-2,0.92,-1
Cc1ccc(NC(=O)CSc2nc3c(c(=O)[nH]2)CN(Cc2ccc(F)cc2)CC3)cc1C,-2.3,0.9,0,10,-17,6,-5,0.94,0
CCOC(=O)C/C(N)=N/N(C)c1ncc(C(F)(F)F)cc1Cl,-1.9,1,-2,-3,-1,2,-7,0.98,-2
O=S(=O)(c1ccccc1)N1CCN(Cc2ccc(Cl)cc2)CC1,-1.9,1,-3,0,2,4,-3,0.95,-5
CCOc1ccc(N(CC)C(=O)COc2cc(=O)n(C)c3ccccc23)cc1,-3.1,0.96,1,4,-1,-6,-5,1.1,1
O=C(Cn1cnc([N+](=O)[O-])c1)Nc1ccccc1C(F)(F)F,-0.4,1.2,-4,-19,2,-7,-2,1.1,-5
Cc1ccc(C(=O)N(c2ccccc2)C2CC(C)N(C(=O)c3ccco3)c3ccccc32)cc1 (centres undefined),-3.4,0.82,-3,18,-2,-12,-3,1.1,0
CCc1ccc(CNCCNCC(C)O)cc1 (centres undefined),1.7,1.1,-1,-14,6,-11,-1,1.1,10
COc1ccc(S(=O)(=O)N2c3cc(Cl)ccc3Oc3nc4ccccc4nc32)cc1,0.8,0.97,-4,3,-20,4,-2,0.96,1
CC1=C(C(=O)Nc2ccc(C)cc2)C(c2ccc(C)o2)C2=C(CC(C)(C)CC2=O)N1 (centres undefined),-3.1,0.8,0,20,3,3,-1,0.97,0
O=c1[nH]c2cc3c(cc2cc1CN(Cc1cccs1)Cc1nnnn1Cc1ccco1)OCCO3,-1.8,1.2,-4,-15,-2,27,29,0.73,28
COc1ccc(NC(=O)CCn2c(=O)c3cccn3c3ccccc32)c(OC)c1,0.4,0.95,3,5,-2,2,-4,0.98,-2
Cc1ccc(NC(=O)Cn2cnc3c(=O)n(C)c(=O)n(C)c32)c(C)c1,1.2,0.84,0,16,2,-10,-4,1.1,1

Continued.
Molecule,MPTP block,hIAP activ,beta cell repl,hIAP block,GRIN3A LBD mod,mIAP inh,APOBEC3G inh,mIAP activ,APOBEC3A inh
Clc1ccccc1CN(Cc1ccco1)Cc1nnnn1C1CCCC1,1.9,1,-5,-5,4,-1,-3,1,-1
O=C(O)CCc1nn2c3ccccc3nc2n(-c2ccccc2)c1=O,0.0,1.1,-1,-14,-5,3,-10,0.97,-2
CCOc1ccc(NC2=CC(=O)CC(c3ccco3)C2)cc1 (centres undefined),0.0,0.9,-3,10,0,6,-3,0.94,-2
Cc1ccc(S(=O)(=O)N2CCOCC2)cc1NS(=O)(=O)c1ccc(F)c(F)c1,0.7,1.1,4,-6,1,-11,-8,1.1,-3
COc1ccc(CN(Cc2ccc(C(=O)O)cc2)C(=S)Nc2cccc(C)c2)cc1OC,0.7,1.1,-4,-12,12*,-7,-5,1.1,-10
O=S(=O)(/C=C/c1ccccc1)c1ccccc1,-0.3,1.2,2,-22,0,-5,-2,1,-2
OCCCc1cn(CC2CCCCC2)nn1,-0.5,1,-3,-2,-4,-9,4,1.1,7
CCCSc1ccc([C@H]2N[C@@](C)(C(=O)OC)[C@H]3C(=O)N(C)C(=O)[C@@H]23)cc1,-0.3,0.87,-4,13,3,4,-1,0.96,2
CCc1cccc(NC(=O)CCCn2nc(C)c3c(C)n(-c4ccccc4)nc3c2=O)c1,0.1,1.2,-1,-21,-1,5,-3,0.95,-4
O=C(O)C1C2C=CC(C2)C1C(=O)NCCCn1ccnc1 (centres undefined),0.0,1,-1,0,2,1,-8,0.99,-3
O=C(CNC(=O)c1ccc(N2C(=O)c3ccccc3C2=O)cc1)OCC(=O)c1ccc(Cl)cc1,1.3,0.93,-2,7,-6,10,-10,0.9,-4
CCN(CC)CCNC(=O)Cc1c(C(=O)O)n(CC)c2ccccc12,-0.3,1.1,-2,-13,/,-1,-2,1,-4
O=C(CNC(=O)c1ccc(Cl)cc1Cl)OCCOc1ccccc1,2.1,0.95,-2,5,1,1,-7,0.99,-2
Cc1cccc2c1N(CCOc1ccc(C(C)(C)C)cc1)C(=O)C2=O,-2.0,1,-4,-3,-5,17,0,0.83,-2
Cc1nc2scc(C)n2c(=O)c1S(=O)(=O)NCC1CCN(Cc2ccc(Cl)cc2)CC1,-0.7,0.84,0,16,-2,10,-4,0.91,-3
COc1ccccc1Nc1ccc([N+](=O)[O-])cc1N,3.9,0.9,-3,10,-2,18,-4,0.82,1
O=C(O)C1C2CCC(C2)C1C(=O)N1CCCC1 (centres undefined),1.3,1,0,-2,0,1,-5,0.99,-6
O=C(O)C1CCCCC1C(=O)N1CCN(S(=O)(=O)c2ccc(F)cc2)CC1 (centres undefined),-0.3,0.97,-1,3,14*,6,-4,0.94,-3
O=C(c1ccccc1-c1nc(-c2ccccc2Cl)no1)N1CCOCC1,1.8,1.1,-2,-8,-3,7,1,0.93,0
O=C(Cn1c2ccccc2c(=O)c2ccccc21)N/N=C/c1cc([N+](=O)[O-])ccc1N1CCCCC1,2.3,0.73,0,26,-3,-1,-6,1,-2
C=CCn1c(N)c(C(=O)OCC)sc1=S,0.2,0.99,1,1,1,4,-2,0.96,-1
O=C(Cc1ccc(Br)cc1)NC1CCCCC1,2.2,0.89,0,11,0,-12,-2,1.1,-1
Cc1sc2nc(-c3cccnc3)[nH]c(=O)c2c1-c1ccccc1,-1.3,1,0,-2,0,-11,18,1.1,-9
NS(=O)(=O)c1ccc(NC(=O)c2cc(-c3ccccc3O)n[nH]2)cc1,-1.0,2*,-3,-103,34*,23,-8,0.77,-8
COc1ccc(N(Cc2cc3ccccc3[nH]c2=O)S(=O)(=O)c2ccc(C)cc2)cc1,-0.7,1,-4,0,0,-1,-7,1,-2
